# Hck Nef HTS: blocks Nef-activated human Hck kinase | inhibition, % at 20 µM | P08631 | Recombinant Hck-YEEI plus Nef, Z-Lyte FRET kinase assay | hit rate 0.68% among 220,000;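 active means Hck-Nef kinase inhibition above about 50%, limit read from the data; inactive means inhibition below that limit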;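 further: 0% = DMSO with Hck plus Nef and 100% = Hck alone without Nef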
# FXIa inh: inhibitors of human coagulation factor XIa. purified FXIa, Boc-Glu-Ala-Arg-AMC fluorogenic substrate. P03951. AID 798. inhibition, % at 5 µM. hit rate 0.14% among 220,000;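 active means inhibition of at least 40%; inactive means inhibition below 40%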;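 further: fluorescence of freed AMC excited at 355 nm; 0% = enzyme without compound and 100% = no enzyme blank; many of its hits are not listed in these tables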
# Target sequence (P03951 19-387 limits assumed): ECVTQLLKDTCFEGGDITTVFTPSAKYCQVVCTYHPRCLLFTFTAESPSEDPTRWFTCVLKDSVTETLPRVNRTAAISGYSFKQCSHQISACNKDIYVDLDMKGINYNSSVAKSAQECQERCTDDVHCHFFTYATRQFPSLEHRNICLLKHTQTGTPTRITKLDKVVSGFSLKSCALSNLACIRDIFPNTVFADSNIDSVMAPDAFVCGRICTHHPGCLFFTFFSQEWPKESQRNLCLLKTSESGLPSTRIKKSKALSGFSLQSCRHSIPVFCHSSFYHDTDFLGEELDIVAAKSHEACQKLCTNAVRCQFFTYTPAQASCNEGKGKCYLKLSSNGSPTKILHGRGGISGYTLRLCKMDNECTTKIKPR
# Target sequence (P03951 388-625 limits assumed): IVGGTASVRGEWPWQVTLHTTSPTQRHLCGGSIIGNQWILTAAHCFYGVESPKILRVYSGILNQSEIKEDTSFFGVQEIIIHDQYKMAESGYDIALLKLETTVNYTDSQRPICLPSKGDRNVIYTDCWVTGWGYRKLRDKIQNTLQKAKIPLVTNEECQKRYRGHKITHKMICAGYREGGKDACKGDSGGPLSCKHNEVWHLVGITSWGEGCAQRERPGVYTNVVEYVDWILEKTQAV
# Rad51 HR inh: blocks human Rad51 in homologous recombination. Q06609. hRad51 DNA strand exchange, fluorescence dequenching. inhibition, % at 10 µM. hit rate 0.085% among 200,000. AID 1385;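 active means inhibition above 40% at the single screening dose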;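 further: 0% = DMSO control wells and 100% = blanks with heterologous ssDNA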
#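 Material: human Rad51–ssDNA filaments; Probe or stimulus: labelled 47-mer dsDNA for strand exchange; Doses: single 10 µM dose; Incubation: 37 °C 15-min filament assembly, 30-min compound preincubation, 15-min exchange; Technique: FRET fluorescence dequenching, excitation 485 nm, emission 520 nm; Measure: Fluorescence-based percent inhibition, control- and blank-normalised; Benchmarks: plate control and blank wells.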
# zVAD death inh: L929 zVAD cell death inhibition | L929 zVAD necroptosis rescue, ATP luminescence, 24 h; with zVAD 60 µM | viability rescue, % at 10 µM | hit rate 0.38% among 220,000;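 active means activation, scaled between plate controls, above about 75%, limit read from the data; inactive means activation under that limit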;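 further: 0% = zVAD with DMSO and 100% = DMSO alone without zVAD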
# FXIIa inh 1536: blocks human coagulation factor XIIa protease activity; P00748; purified FXIIa, Boc-QGR-AMC fluorogenic substrate, 2 h; inhibition, % at 5 µM; hit rate 0.3% among 220,000; in the data active means inhibition above about 40%;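 further: 0% = enzyme with no compound and 100% = blank without enzyme; many of its hits are not listed in these tables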
# TNF death inh: blocks TNF-alpha induced death of Jurkat FADD-/- cells; hit rate 0.068% among 220,000; activation (protection from cell death), % at 10 µM; AID 463075; Jurkat FADD-/- TNF necroptosis rescue, ATP luminescence, 24 h; 0 = TNF only, 100 = no-TNF cells;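 active means activation, meaning protection from cell death, of at least 50% relative to plate controls; inactive means activation below 50%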;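 further: necroptosis triggered by 40 ng/mL TNF-alpha added together with compound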
# thrombin 1536: blocks human thrombin protease activity. P00734. alpha-thrombin, Boc-VPR-AMC fluorogenic substrate cleavage. inhibition, % at 5 µM. hit rate 0.26% among 220,000;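 active means inhibition at or above 40%; inactive means inhibition below 40%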;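 further: 0% = enzyme with no compound and 100% = wells without enzyme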
#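 Material: Human alpha-thrombin protein | Buffer or medium: pH 7.5 Tris-saline with Tween 20 | Reagent: Boc-VPR-AMC substrate, 15 µM final | Schedule: Reaction at ambient temperature | Detection: AMC fluorescence at 355 nm excitation and 460 nm emission | Evaluation: Percent inhibition scaled between no-compound controls and no-enzyme blanks | Controls: no-compound enzyme wells and no-enzyme blanks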
# KCC2 mod: modulators of human KCC2 chloride dependent transport; B-score of Tl+ flux slope (higher = more flux/activation; lower = inhibition) at 10 µM; KCC2 cells, thallium flux FluoZin-2 fluorescence; hit rate 2.2% among 190,000;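 active means thallium flux slope and its plate-corrected score both differing from the plate sample mean at a set confidence after two filtering rounds, in either direction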;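 further: slope of fluorescence scaled to starting intensity during 10 to 20 s after thallium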
# KLK5 inh: kallikrein 5 (human) inhibition | Q9Y337 | AID 873 | recombinant hK5, fluorogenic AMC substrate cleavage | inhibition, % at 5 µM | hit rate 0.59% among 210,000;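 active means inhibition of 40% or more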;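 further: 0% = enzyme controls without compound and 100% = no-enzyme blanks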
# Target sequence (Q9Y337 67-293 limits assumed): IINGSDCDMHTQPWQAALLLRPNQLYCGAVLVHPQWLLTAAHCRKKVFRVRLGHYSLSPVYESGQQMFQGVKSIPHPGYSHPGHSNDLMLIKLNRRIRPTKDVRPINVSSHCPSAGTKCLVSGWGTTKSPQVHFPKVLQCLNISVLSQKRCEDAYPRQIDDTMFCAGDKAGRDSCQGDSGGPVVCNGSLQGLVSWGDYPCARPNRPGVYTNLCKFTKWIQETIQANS
# * hit, by the source's call; / = no result given. This is a subset; rates above refer to the full screens.
SMILES,Hck Nef HTS,FXIa inh,Rad51 HR inh,zVAD death inh,FXIIa inh 1536,TNF death inh,thrombin 1536,KCC2 mod,KLK5 inh
COc1cc(C(O)P(=O)(OCC(C)C)OCC(C)C)cc(OC)c1OC (stereo not drawn),-3,16,7,0.6,21,-1.8,-7,1.3,-21
CC1Cn2c(nc3c2c(=O)[nH]c(=O)n3C)O1 (stereo not drawn),2,23,3,0.3,31,1.5,-9,0.93,-20
C=CCOc1c2ccc(C(=O)NCc3ccccc3OC)cc2nn1C,0,2,9,0.6,16,-2.7,2,/,-16
Cc1c(NC(=O)/C=C/c2ccc(S(=O)(=O)N3CCOCC3)cc2)c(=O)n(-c2ccccc2)n1C,19,-5,-50,2.7,5,1.1,-10,-0.81,4
CCCOc1cc(C)c(S(=O)(=O)N2CCOCC2)cc1C,3,-2,3,0.2,10,0.7,-5,-0.85,-17
CC(C)S(=O)(=O)CC(=O)c1ccc(Cl)cc1,-5,-2,4,1.4,12,3.6,0,-0.32,0
N#CCCN(C(=O)CN1C(=O)NC2(CCCC2)C1=O)c1ccccc1F,7,-7,5,0.1,-18,0.5,-10,0.19,-17
CN(C)S(=O)(=O)c1ccc2c(c1)c(=O)c(C(=O)N1CCOCC1)cn2C,22,-5,-4,0.9,6,1.1,-10,-1.6,-20
CCOc1cc(C(=O)CCC(=O)OCC(=O)Nc2ccc(C)c(S(=O)(=O)N(C)C)c2)ccc1O,12,-1,3,2.5,10,0.5,-4,1.6,3
CSc1snc(SCC(N)=O)c1C#N,0,-2,9,-0.3,12,-0.1,-2,/,0
CCOC(=O)c1cccc(NC(=O)/C=C/c2ccc3c(c2)OCO3)c1,9,6,21,1.1,14,-0.5,1,-2.7,-8
Cc1ccc(-c2nn(-c3ccccc3)cc2/C=N/n2c(-c3cccs3)n[nH]c2=S)cc1,-1,5,0,1.9,7,-0.3,-11,4.6*,5
CC1CCCCC1NC(=O)Cn1nnc(-c2ccc(Cl)cc2)n1 (stereo not drawn),1,-4,-3,78*,10,-1.0,-5,0.072,-4
O=C(COC(=O)CCc1nc2ccccc2c(=O)[nH]1)NC(=O)NC1CCCC1,9,6,-2,0.5,9,1.5,-10,0.79,-13
COC(=O)c1ccccc1NC(=O)c1sc(N)nc1C,1,7,-12,7.4,14,-2.4,0,/,-1
CC(C)CC1=NN(C(=O)c2ccco2)C(O)(C(F)(F)F)C1 (stereo not drawn),9,-3,/,0.5,1,-0.3,-7,-0.51,9
CC1(C)Cc2c(c(N3CCCCC3)[nH]c(=S)c2C#N)CS1,-1,-5,1,0.9,10,-0.4,0,0.98,-16
Cc1ccc(N(C(=O)Cc2cccs2)C(C(=O)NC2CCCCC2)c2ccccn2)cc1C (stereo not drawn),-42,8,/,/,10,-1.2,2,-1.2,5
CCc1nc2ccccc2n1CCC(C)C,2,-5,-9,0.0,5,-3.1,-6,0.66,-1
CN1C(=O)C2(C(C#N)=C(N)N(c3cc(Cl)cc(Cl)c3)C3=C2C(=O)CCC3)c2ccccc21 (stereo not drawn),4,1,3,0.5,11,-4.2,-8,-1.6,-2
COc1ccccc1N=Nc1nc(-c2ccccc2)c(-c2ccccc2)[nH]1,4,10,/,1.6,18,-1.6,6,-0.66,-6
CCCC(=O)Nc1ccc(C(=O)/C=C/c2ccc(SC)cc2)cc1,2,-2,-2,1.0,11,-15,3,-0.65,-6
COC(=O)c1cccc(NC(=O)c2ccc(OC)c(Cl)c2)c1,4,-3,4,32,/,-1.0,-6,-0.64,1
CCNS(=O)(=O)c1ccc(CCC(=O)Nc2ccccc2C(=O)OC)cc1,1,-3,0,1.0,4,1.9,-5,-0.23,-24
Cc1ccc2c(C)nc(Nc3nc(CSc4nc5ccccc5[nH]4)cc(=O)[nH]3)nc2c1,8,4,6,87*,21,-22,6,-0.83,-26
SMILES,Hck Nef HTS,FXIa inh,Rad51 HR inh,zVAD death inh,FXIIa inh 1536,TNF death inh,thrombin 1536,KCC2 mod,KLK5 inh
Cc1ccc(NC(=S)N2CCCC(c3nc4ccc(C)cc4[nH]3)C2)c(C)c1 (stereo not drawn),0,9,2,1.2,2,-3.3,2,/,-20
COc1ccc(/C(C)=N\NC(=O)C(c2ccncc2)N2CCOCC2)cc1 (stereo not drawn),24,-1,/,0.6,3,2.4,-8,0.14,-1
Cc1ccc(-n2c(C)cc(/C=c3/sc4nc5ccccc5n4c3=O)c2C)cc1,1,6,-8,0.0,8,0.3,2,0.45,-18
CCOc1cc(/C=N/O)ccc1OCc1ccc(C)cc1,5,2,3,4.5,12,-1.7,1,-1.7,-18
CC(C)Nc1nc(Oc2ccc(Cl)cc2)cc(C(F)(F)F)n1,0,-1,6,-0.1,9,-4.1,1,-0.47,8
CN1CCC(=NNC(=O)CSCc2ccccc2)CC1,-1,-10,0,0.0,2,-2.2,-9,-0.07,-3
CCC1CCc2c(n(C)c3ccccc3c2=O)O1 (stereo not drawn),-3,-9,18,0.4,0,-1.2,-7,0.046,-7
Cc1cccc(OCC(=O)O/N=C(\N)Cc2ccc(Cl)cc2)c1,0,-1,1,1.2,14,-0.4,2,0.99,-6
CC1(C)NC(C)(C)C(O)(C(N)=O)C1=O (stereo not drawn),2,4,5,0.1,20,-3.5,-1,/,-12
O=c1[nH]c2ccc(NC(=S)NCc3ccccc3)cc2[nH]1,2,-3,1,0.9,5,0.0,-3,0.069,-2
O=S(=O)(c1ccccc1)c1nc(-c2ccco2)oc1NCc1cccnc1,0,2,6,0.9,11,3.1,16,0.9,30
Cc1nn(C)c(C(=O)N2CCc3ccccc32)c1Cl,13,13,0,-0.8,16,-3.5,1,-0.19,-4
Cc1cc(C)c(C(=O)CSc2n[nH]c(-c3ccncc3)n2)c(C)c1,13,32,1,-1.4,29,0.4,12,-0.38,26
Cn1c(SCC(=O)c2ccccc2)nnc1-c1cccnc1,0,2,-4,-0.1,12,-1.5,-9,-0.39,-6
CCn1c(=O)cc(SCC(=O)NCCC2=CCCCC2)c2ccccc21,3,-2,12,/,3,0.2,-2,-0.51,-3
Nc1nc(SCC(=O)NC2CCCC2)[nH]c(=O)c1-c1ccccc1,7,-6,3,-1.3,-16,-2.8,-9,-0.14,-14
COC(=O)c1ccc([C@H]2C=C(C(=O)O)O[C@@H](OCc3ccc(CO)cc3)C2)cc1,28,-5,2,0.7,2,0.3,-10,-0.0072,-3
O=S(=O)(CCc1nc2ccccc2s1)c1ccc2ccccc2c1,-24,4,0,-0.7,6,-0.1,1,-1.3,-9
CC[N+](CC)(CC=C(C)C)CC(=O)OC,24,10,-2,7.7,11,0.5,-7,0.54,4
CCOc1cc(C2NN=C(c3ccccc3)S2)ccc1OCc1ccc(F)cc1 (stereo not drawn),10,-4,-12,-1.2,-1,-0.8,0,-0.68,-15
COc1cc(-c2nc3ccc(N4CCN(C)CC4)cc3[nH]2)cc(OC)c1OC,30,-7,10,73,-10,-4.0,-15,0.52,-19
C=CCSc1ncc(CO)n1Cc1ccccc1,14,-4,-6,0.4,4,-0.1,4,-0.12,-6
CCOc1cc(/C=N/NC(=O)c2cc(C)n(-c3ccc(F)cc3)c2C)ccc1O,0,-2,11,1.1,4,-4.2,-1,-0.89,-5
COc1ccc(N/N=C(/C#N)S(=O)(=O)C(C)(C)C)cc1,18,-2,2,0.8,5,1.0,-2,0.17,-3
Cc1ccc(NC(=O)COC(=O)C2CC(=O)N(Cc3ccccc3)C2)cc1S(=O)(=O)N(C)C (stereo not drawn),0,1,11,-0.3,13,0.4,1,-0.7,20

# Compound profiles, as listed above. Order of screens: Hck Nef HTS, FXIa inh, Rad51 HR inh, zVAD death inh, FXIIa inh 1536, TNF death inh, thrombin 1536, KCC2 mod, KLK5 inh
# Entry for COc1cc(C(O)P(=O)(OCC(C)C)OCC(C)C)cc(OC)c1OC (stereo not drawn) → -3, 16, 7, 0.6, 21, -1.8, -7, 1.3, -21
# Entry for N#CCCN(C(=O)CN1C(=O)NC2(CCCC2)C1=O)c1ccccc1F → 7, -7, 5, 0.1, -18, 0.5, -10, 0.19, -17
# Entry for Cc1cc(C)c(C(=O)CSc2n[nH]c(-c3ccncc3)n2)c(C)c1 → 13, 32, 1, -1.4, 29, 0.4, 12, -0.38, 26

# Following part.
SMILES,Hck Nef HTS,FXIa inh,Rad51 HR inh,zVAD death inh,FXIIa inh 1536,TNF death inh,thrombin 1536,KCC2 mod,KLK5 inh
O=C(c1cccc2ccccc12)N1CCN(c2ccccc2F)CC1,2,-17,4,-0.4,16,-0.8,0,-1.3,8
CC(=O)c1cc(C#N)c(N2CCOCC2)nc1C,11,-4,-5,2.4,10,-0.6,-7,0.64,0
CC(=O)NC(CC(C)C)C(=O)NC(Cc1ccccc1)C(N)=O (stereo not drawn),1,2,-5,0.1,14,-2.5,6,0.52,-15
COc1ccc2c(CC(=O)OCC(=O)c3ccc(F)cc3)coc2c1,2,5,5,-0.2,11,-2.1,0,0.026,-11
CCOc1ccccc1-c1ccc(C(=O)NCc2ccccc2)o1,-4,1,11,3.6,7,1.8,-2,0.079,-8
COC(=O)c1cc2ccsc2n1CC(=O)N1CCCc2ccccc21,1,-4,-2,0.6,-1,2.4,-7,-1,-5
CC(=NCCCN(C)C)C1=C(O)c2ccccc2C1=O,1,-7,3,-0.3,3,0.3,-4,-0.35,10
O=C(CS(=O)(=O)c1ccccc1)NCc1ccco1,16,-6,2,2.4,7,0.0,-6,0.74,-3
Cc1ccc(C(=O)C[n+]2cc(-c3ccc(C)cc3)n3c2CCCCC3)cc1,0,2,/,0.2,15,-15,-2,0.014,-15
CS(=O)(=O)Nc1ccc(C2=NN(S(C)(=O)=O)C(c3ccccc3)C2)cc1 (stereo not drawn),-2,-6,-4,-0.3,-4,2.2,-8,0.24,-14
CCO/C=C1\C(=O)N(c2ccc(OCC)cc2)C(=O)c2ccccc21,8,-6,-2,2.2,1,-0.5,-13,-0.44,-5

# Sorted by value in KLK5 inh (ascending): 3 of the compounds above
smiles,Hck Nef HTS,FXIa inh,FXIIa inh 1536,thrombin 1536,KCC2 mod,KLK5 inh
CC(=O)NC(CC(C)C)C(=O)NC(Cc1ccccc1)C(N)=O (stereo not drawn),1,2,14,6,0.52,-15
O=C(CS(=O)(=O)c1ccccc1)NCc1ccco1,16,-6,7,-6,0.74,-3
O=C(c1cccc2ccccc12)N1CCN(c2ccccc2F)CC1,2,-17,16,0,-1.3,8

# 3 structures out of the list, ordered by molecular weight, falling.
SMILES,Hck Nef HTS,FXIa inh,Rad51 HR inh,zVAD death inh,FXIIa inh 1536,TNF death inh,thrombin 1536,KCC2 mod,KLK5 inh
Cc1ccc(C(=O)C[n+]2cc(-c3ccc(C)cc3)n3c2CCCCC3)cc1,0,2,/,0.2,15,-15,-2,0.014,-15
COc1ccc2c(CC(=O)OCC(=O)c3ccc(F)cc3)coc2c1,2,5,5,-0.2,11,-2.1,0,0.026,-11
CCO/C=C1\C(=O)N(c2ccc(OCC)cc2)C(=O)c2ccccc21,8,-6,-2,2.2,1,-0.5,-13,-0.44,-5
